# High-throughput results: PubChem, several laboratories
# core dimer inh: inhibitors of HCV core protein dimerization, primary screen, biochemical, TR-FRET, high-throughput; TR-FRET GST/Flag-core106 dimerization, 1536-well; inhibition, % at 5 µM; actives 0.33% (n = 300,000); AID 1899, 2009;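 active = inhibition above the mean of all tested compounds plus 3 SD, set per screening campaign, cut at about 45% in these data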
#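 test system = GST/Flag-tagged HCV core106 proteins | probe or stimulus = Eu donor and XL665 acceptor anti-tag antibodies | times = compound-protein-antibody incubation 4 h at 22.5 °C | signal = TR-FRET, excitation 340 nm, emission 617 and 671 nm | measure = percent inhibition of core106 dimerization signal | controls = wells lacking GST-core106 and wells with excess unlabelled core106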
# Fh CTSL1 inh: Fasciola hepatica cathepsin L1 inhibitors, primary screen, counter-screen for PFM18AAP inhibitor project, biochemical, QFRET, fluorogenic peptide substrate; recombinant F. hepatica cathepsin L1, Z-Leu-Arg-MCA fluorescence; inhibition, % at 5.96 µM; actives 0.49% (n = 300,000); AID 1906, 2009;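 active = inhibition above the mean of all tested compounds plus 3 SD, set per screening campaign, cut at about 17% in these data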;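 also: 0% = plate median of test compound wells and 100% = 1 µM Z-Phe-Ala-diazomethylketone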
# Efflux pump inh: inhibitors of Candida efflux pumps in yeast, primary screen, S. cerevisiae, Nile Red, multiplex | inhibition, % at 10 µM | actives 0.44% (n = 330,000) | S. cerevisiae Candida pump triplex;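 active = plate passing quality check with inhibition over a set limit, or well fluorescence over plate mean plus 4 SD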;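 also: Nile Red retained in pooled yeast measured as flow cytometry median fluorescence; 0% = buffer negative control and 100% = Enniatin B positive control; higher means more Nile Red kept so more efflux inhibition; some compounds called inactive have numbers as strong as hits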
# PP5 inh: PP5 phosphatase inhibitors, primary screen, biochemical, fluorescence; purified PP5c, OMFP substrate fluorescence; actives 0.18% (n = 320,000); Serine/threonine-protein phosphatase 5 (Homo sapiens), P53041; inhibition, % at 6.7 µM;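 active = inhibition above the campaign's mean inhibition across all tested compounds plus 3 SD, cut at about 9.5% in these data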;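 also: 0% = DMSO only and 100% = 100 µM cantharidin control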
# PREPL inh: PREPL enzyme inhibitors, primary screen, biochemical, fluorescence polarization. Prolyl endopeptidase-like (Homo sapiens), Q4J6C6. recombinant PREPL, fluorescence polarization activity-based probe. inhibition, % at 5.96 µM. actives 0.68% (n = 320,000). AID 2751, 2010; in the data active = inhibition above about 43%;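 also: 0% = enzyme with DMSO and 100% = wells lacking enzyme; many of its hits are not listed in these tables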
# Target sequence (Q4J6C6 whole entry, looked up): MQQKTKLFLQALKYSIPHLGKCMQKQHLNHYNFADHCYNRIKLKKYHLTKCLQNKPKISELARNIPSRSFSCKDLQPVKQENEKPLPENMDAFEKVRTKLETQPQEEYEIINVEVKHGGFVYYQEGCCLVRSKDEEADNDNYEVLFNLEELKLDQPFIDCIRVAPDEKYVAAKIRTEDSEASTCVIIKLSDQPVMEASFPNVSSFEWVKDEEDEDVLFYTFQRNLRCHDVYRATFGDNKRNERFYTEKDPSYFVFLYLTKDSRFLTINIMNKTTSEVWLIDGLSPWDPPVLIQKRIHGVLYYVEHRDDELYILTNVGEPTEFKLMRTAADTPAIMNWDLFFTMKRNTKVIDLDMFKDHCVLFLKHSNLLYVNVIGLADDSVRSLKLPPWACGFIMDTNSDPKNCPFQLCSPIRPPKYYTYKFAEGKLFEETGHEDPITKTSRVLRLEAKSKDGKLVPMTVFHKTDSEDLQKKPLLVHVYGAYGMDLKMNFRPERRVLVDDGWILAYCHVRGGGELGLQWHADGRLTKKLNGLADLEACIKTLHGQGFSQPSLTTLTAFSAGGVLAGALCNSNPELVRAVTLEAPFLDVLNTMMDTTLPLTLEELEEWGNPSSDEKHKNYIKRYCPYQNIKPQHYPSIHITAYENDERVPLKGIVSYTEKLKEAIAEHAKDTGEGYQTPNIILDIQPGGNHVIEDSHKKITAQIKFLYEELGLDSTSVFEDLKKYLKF
# TPT1 inhibitor: Candida albicans TPT1 enzyme inhibitors, primary screen, biochemical, fluorescence polarization; tRNA 2'-phosphotransferase TPT1 (Candida albicans SC5314); recombinant caTPT1, FP RNA substrate dephosphorylation; inhibition, % at 5 µM; actives 0.81% (n = 300,000); AID 1962, 2009;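 active = inhibition above the mean of all tested compounds plus 3 SD, set per screening campaign, cut at about 24% in these data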;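 also: plate controls were DMSO alone for no effect and ferristatin control at 100 nM for full effect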
# GASC-1 inh: inhibitors of GASC-1 histone demethylase, primary screen, biochemical, fluorescence, DELFIA europium | Lysine-specific demethylase 4C (Homo sapiens), Q9H3R0 | GST-JMJD2C(1-420) H3K9me3 demethylation | inhibition, % at 2.35 µM | actives 0.069% (n = 330,000) | AID 2099, 2009;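 active = more than half of a compound's replicate wells show inhibition beyond 50%, single wells judged on their own value; inconclusive = some, but no more than half, of replicates pass 50% inhibition; inactive = no replicate passes 50% inhibition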;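 also: signal counts dimethyl H3K9 product captured on neutravidin plate; 0% = median of DMSO wells and 100% = 0.3 times that DMSO median; strong numbers were not always called active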
# LYPLA2 inh: LYPLA2 inhibitors, primary screen, counter-screen for PME1 inhibitor project, biochemical, fluorescence polarization, FP-Rh probe ABPP; inhibition, % at 5.9 µM; actives 0.38% (n = 320,000); AID 2177, 2009; Acyl-protein thioesterase 2 (Homo sapiens), O95372; recombinant LYPLA2;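 active = inhibition above the screen-wide mean plus 3 SD, limit set per campaign, cut at about 26% in these data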;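 also: 0% = LYPLA2 with DMSO and 100% = wells lacking LYPLA2 enzyme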
# PP1 counter: PP1-alpha phosphatase inhibitors, primary screen, counter-screen for PP5 inhibitor project, biochemical, fluorescence, OMFP substrate, single point; actives 0.9% (n = 320,000); purified PP1alpha; Serine/threonine-protein phosphatase PP1-alpha catalytic subunit (Homo sapiens), P62136; inhibition, % at 6.7 µM;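 active = inhibition above the mean inhibition of all tested compounds plus 3 SD, computed separately for each screening campaign, cut at about 15% in these data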
# Target sequence (P62136 whole entry, looked up): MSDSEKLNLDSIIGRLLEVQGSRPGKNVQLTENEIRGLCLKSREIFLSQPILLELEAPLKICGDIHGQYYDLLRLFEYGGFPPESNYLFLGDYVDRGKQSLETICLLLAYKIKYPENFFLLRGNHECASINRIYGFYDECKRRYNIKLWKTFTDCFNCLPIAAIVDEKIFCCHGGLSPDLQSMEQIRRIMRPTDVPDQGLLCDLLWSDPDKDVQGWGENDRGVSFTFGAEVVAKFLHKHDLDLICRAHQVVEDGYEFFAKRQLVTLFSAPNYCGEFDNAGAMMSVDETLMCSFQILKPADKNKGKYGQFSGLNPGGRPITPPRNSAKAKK
# Starred values were filed as active, the others as inactive; ? = inconclusive; nt = no result given; & = joins results of further samples. The list is partial; count on the stated rates, not on these rows.
SMILES,core dimer inh,Fh CTSL1 inh,Efflux pump inh,PP5 inh,PREPL inh,TPT1 inhibitor,GASC-1 inh,LYPLA2 inh,PP1 counter
C=CCN(CC=C)C(=O)C(=O)c1ccn(-c2c(C)csc2C(=O)OC)c1,6,2,0.0,0.6,-1,-2,?,7,-1
CC(=O)Oc1ccc(C(=O)[C@H]2[C@H]3C(=O)N(c4ccc(C)cc4C)C(=O)[C@H]3[C@@H]3C=CC=NN32)cc1,46,-7,0.2,1.0,6,11,0,-8,0
O=C(N/N=C/c1ccc(F)cc1)c1ccc(Br)cc1,0,0,-0.1,-0.5,6,-1,-2,-5,-1
CCOC(=O)c1c(C)[nH]c(C(=O)CC(=O)OC)c1C,-12,-4,0.1,3.7,7,-4,-3,-3,-1
CCCCOc1ccc(C(=O)NCC(=O)N2CC=C(c3ccccc3)CC2)cc1,4,-1,-0.1,1.8,-4,-1,3,0,-3
COc1ccc2[nH]c(=O)c(CN(Cc3ccccc3)C(=S)NCC3CCCO3)cc2c1 (stereo not given),-1,-2,-0.2,-0.8,4,-4,-2,2,-1
CC1CC(=O)Nc2ccccc2S1(=O)=O (stereo not given),-4,4,0.0,-0.2,5,3,-1,11,-5
O=C(NCC1CC1(Cl)Cl)Nc1ccc(Cl)c(Cl)c1 (stereo not given),5,0,0.0,5.0,-18,-3,8,-24,9
CCOC(=O)N1CCN(C(=O)C(=O)c2cn(CC(=O)N3CCCCCC3)c3ccccc23)CC1,-9,0,0.1,2.5,11,-11,-1,5,-3
COc1ccc(-c2ccc(C#N)c(SCC(=O)OCc3ccccc3)n2)cc1OC,-2,1,-0.3,4.3,58*,-3,3,-11,-3
CCOC(=O)c1c(O)c2ccccc2oc1=O,1,-1,0.0,-2.4,0,3,-6,5,-4
NNC(=O)c1cccc(Cn2cc(Br)c([N+](=O)[O-])n2)c1,2,6,0.0,1.5,8,0,-2,-7,0
CCn1c(NCc2ccco2)nc2ccccc21,-4,-3,-0.1,-0.2,4,-1,3,1,-3
O=C(Nc1cccc(-c2nc3cccnc3s2)c1)c1cccnc1Cl,-2,1,0.0,-0.6,-7,0,2,3,3
O=C(CCn1c(=S)[nH]c2ccccc2c1=O)N1CCOCC1,-28,6,-0.2,2.6,4,-2,4,3,-7
Clc1ccsc1-c1csc(-c2cccnc2)n1,8,2,0.0,3.2,-51,0,5,4,2
CC(C)N(C(=O)CSc1nc2ccccc2c(=O)[nH]1)C(C)C,1,1,-0.4,-1.2,-5,0,-24,1,2
CC(=O)c1ccc(Nc2cc(C)nc3c(C)cccc23)cc1,1,5,-0.1,1.5,17,1,-2,-7,1
CC(=O)N/C(=C\c1ccccc1)C(=O)OCC(=O)NC(C)C12CC3CC(CC(C3)C1)C2 (stereo not given),-10,2,-15,4.3,-3,0,16,8,1
COc1ccc(COC(=O)c2ccc(Cl)c(S(=O)(=O)N3CC(C)OC(C)C3)c2)cc1 (stereo not given),3,-1,0.0,4.3,0,0,0,0,-4
O=C(CSc1nnc(Cc2ccccc2)o1)Nc1ccc(Br)cn1,1,0,0.1,4.6,5,-1,-6,8,6
CC1CCN(C2CCN(S(=O)(=O)c3ccc(F)cc3)CC2)CC1,-1,0,0.1,-1.9,-9,-5,-5,-3,3
COc1ccc(S(=O)(=O)N(C)CC(=O)NCc2cccnc2)cc1,1,-3,0.0,-0.1,3,0,20,0,-8
CC1(C)C(O)=C(c2nc3ccccc3[nH]2)C(=N)N1c1ccccc1,-5,1,-0.1,1.6,9,2,2,-1,-4
O=C(COC(=O)CN1C(=O)c2cccc([N+](=O)[O-])c2C1=O)NC1CCS(=O)(=O)C1 (stereo not given),-1,-11,-0.1,-2.1,4,-3,11,3,-1
Cc1ccc(-c2[nH]c(-c3ccc(Cl)cc3)nc2SCC(=O)NCC2CCCO2)cc1 (stereo not given),-2,0,-0.1,5.7,24,-3,-15,2,11
Cc1noc(C)c1CSc1nc2ccccc2[nH]1,-5,1,0.0,1.6,1,-4,-4&-12,-1,2
Cc1ccc(CCC2C3=C(CCCC3=O)OC3=C2C(=O)CCC3)cc1,9,1,0.1,2.8,-1,-1,0,-4,2
Cc1cc(C(=O)NC2CC2)c2ccccc2n1,-5,1,0.0,-0.6,-1,-2,5,2,-1
COc1ccc(-n2nc(C(=O)NCC(=O)N3CC(C)CC(C)C3)c3ccccc3c2=O)cc1 (stereo not given),8,1,0.0,3.7,-14,-2,1,2,1
CC(=O)c1cccc(CN2CCc3ccc(NC(=O)C4CCCO4)cc3C2)c1 (stereo not given),8,1,0.0,-0.9,1,0,-2,6,0
CCN(C(=O)c1cccc(NC(=O)c2ccccc2)c1)C1CCCCC1,4,2,-0.1,-0.2,-18,1,8,0,3
CC(=O)c1ccc(N2CCN(C(=O)c3ccc4ccccc4n3)CC2)cc1,5,-2,0.1,0.7,4,-3,9,1,2
O=C(C1CCC1)N1CCN(c2cccc(C(F)(F)F)c2)CC1,-6,-4,0.0,2.2,5,0,-3,-2,-3
Cc1nn2cc(-c3cccc(Cl)c3)cnc2c1Cl,2,3,-0.1,-1.1,1,-2,-1,2,1
O=C(NCc1ccco1)c1nc2ccccc2s1,3,-1,-0.1,-0.7,-2,-2,-2,4,7
CN(C)C(=O)c1ccc(NC(=O)c2ccccc2Sc2ccccc2C#N)cc1,0,5,0.2,2.7,-1,1,5,6,1
Cc1ccc(C(=O)NCC(=O)OCc2nnc(-c3ccc([N+](=O)[O-])cc3)o2)s1,nt,nt,-0.2,3.4,17,nt,-6,12,1
CSc1ccccc1C(=O)Nc1cc(C)cc(C)c1,-4,1,-0.1,0.3,-4,-3,1,-1,-1
O=C(CSc1nc(-c2ccccc2)cs1)N1CCc2ccccc21,1,-2,-0.1,3.0,-10,-1,-3,0,2
CC(C)(C)NC(=O)/C(=C\c1ccco1)NC(=O)c1cccs1,1,0,-0.1,0.5,-3,2,-2,-2,3
O=C(NCC(c1ccco1)N1CCCCC1)c1cc2c(s1)CCCC2 (stereo not given),nt,nt,-0.2,-0.8,14,nt,-3,2,-3
O=C(Nc1ccc(C(F)(F)F)cc1)c1ccc2ncsc2c1,-1,-2,0.1,4.9,-1,-2,6,-5,-2
C=CCC(c1ccccc1F)N(CCN1CCOCC1)C(=O)Nc1cccc(Cl)c1 (stereo not given),-1,1,-0.1,3.6,-5,-1,14,0,3
NS(=O)(=O)c1cccc(NC(=O)CC23CC4CC(CC(Br)(C4)C2)C3)c1,-2,-3,0.0,-2.2,-6,-1,1,1,0
O=C(CCNC(=O)c1ccc(Br)cc1)Nc1nccs1,-2,-2,0.2,2.1,-11,-1,-17,2,-1
CC(=O)c1c(O)c2ccccc2n(Cc2ccccc2)c1=O,-4,-1,0.2,2.9,5,9,28,-1,7
COc1ccc(-c2noc(COc3ccc4ccccc4c3Br)n2)cc1OC,20,-2,0.1,2.4,-7,-2,-9&11,5,1
O=S(=O)(c1ccc2ccccc2c1)N1CCN(C2CCN(Cc3ccccc3)CC2)CC1,1,4,0.0,4.1,22,-2,4,0,2
COc1ccc(NC(=O)Cn2cccc2)c(OC)c1,-8,0,0.0,4.5,5,-1,-12,0,-12
Cc1ccc(S(=O)(=O)N(CC(=O)NC2CC2)c2ccc(C)c(Cl)c2)cc1,0,-2,-0.4,0.7,-8,-2,-1,-3,-2
O=C(CSc1nc2ccccc2c(=O)n1Cc1ccc(C(=O)NC2CC2)cc1)NCc1ccco1,6,1,0.4,-0.6,3,0,61*,-3,0
CCN(CC)C(=O)CCSc1nnc(-c2ccncc2)o1,-6,-5,0.0,-2.5,-3,0,5,2,2
CCC(=O)Nc1nc2c(s1)COc1ccccc1-2,-11,2,0.1,5.9,9,1,6,-2,0
Cc1ccc(S(=O)(=O)N2CCOCC2)cc1NC(=O)COC(=O)C1=COCCO1,0,-6,0.1,-1.1,-4,-1,-2,-2,-3
CN(C)S(=O)(=O)N1CCN(S(=O)(=O)N(C)C)CC1,-13,-1,0.0,-1.3,12,-1,nt,8,-6
O=C(CCc1ccccc1)Nc1ccc(NC(=O)C2CCCCC2)nc1,-3,3,0.0,0.4,10,3,1,-3,-2
Cc1ccc(S(=O)(=O)NCC(=O)NCC2COc3ccccc3O2)cc1C (stereo not given),nt,nt,-0.1,-1.9,2,nt,8,-1,1
CCO[C@H]1OC(C(=O)N2CCN(C)CC2)=C[C@@H](c2coc3ccccc3c2=O)[C@@H]1CCCO,6,-1,0.0,-0.2,-3,-5,-2,10,-7
CCCCN(Cc1ccccc1)C(=O)C1CCN(S(=O)(=O)c2c(C)noc2C)CC1,2,-1,0.0,1.8,8,-1,-5,5,-5

# Following part:
SMILES,core dimer inh,Fh CTSL1 inh,Efflux pump inh,PP5 inh,PREPL inh,TPT1 inhibitor,GASC-1 inh,LYPLA2 inh,PP1 counter
CCCn1c(SCC(=O)NC(=O)NC(C)(C)C)n[nH]c1=O,-1,-3,0.0,-0.1,5,-1,4,0,3
CCC(Sc1nc(C)cc(C)n1)C(=O)Nc1ccc(S(N)(=O)=O)cc1 (stereo not given),2,-2,0.1,0.0,1,-1,-4,0,-5
CC(C)(C)NCC(O)COc1cccc2[nH]c(=O)[nH]c12 (stereo not given),11,-3,0.0,1.0,-1,-2,-11,7,4
C/C(=N\NC(=O)C1(C)CC1(Br)Br)c1cccc(NC(=O)c2ccc(C)o2)c1 (stereo not given),10,-1,-0.1,2.3,-4,-2,3,-7,-2
COc1ccc(N2CCN(C(=O)Cc3coc4cc(C)ccc34)CC2)cc1,4,-1,0.0,2.9,19,-5,-5,0,-2
CCC(=O)Oc1ccc(-c2nc(-c3cccnc3)no2)cc1,-1,-19,-0.2,0.6,2,2,27,10,-3
COc1ccccc1NC(=O)C1CC(C(C)C)OC1=O (stereo not given),2,-6,-0.1,0.3,7,-4,2,-1,-11
CCc1sc2nc(SCC(=O)Nc3cc(C)on3)n(-c3cccc(OC)c3)c(=O)c2c1C,25,0,0.0,2.5,0,-1,14,-7,2
CCOC(=O)c1c(C)[nH]c(C)c1S(=O)(=O)NCc1ccc(OCC)cc1,2,0,0.1,0.2,-3,-3,-12,4,-5
O=C(Nc1ccc(C(=O)N2CCN(c3ccccc3F)CC2)cc1)C1=CSCCO1,7,1,0.0,0.9,2,1,0,-3,2
COc1ccc(/C=N/NC(=O)c2ccncc2)cc1CN1CCCc2ccccc21,6,5,-0.1,-0.6,0,-3,-40,1,0
